Screening data from PubChem BioAssay.
12-LOX inh = inhibitors of human 12S-lipoxygenase ALOX12 | purified 12hLO, xylenol orange hydroperoxide absorbance | P18054 | Potency, µM (highest dose often 108 µM), inactives show top-dose activity change, negative = inhibition, usual class: inhibitors | AID 1671190 | 580,000 tested, 1.1% active; active means well fitted inhibition curve with a large enough effect; inconclusive means small, poorly fitted or top-dose-only effect, or another doubt; inactive means no such curve, though single readings can be large or run the other way
Target sequence (P18054 whole entry, looked up): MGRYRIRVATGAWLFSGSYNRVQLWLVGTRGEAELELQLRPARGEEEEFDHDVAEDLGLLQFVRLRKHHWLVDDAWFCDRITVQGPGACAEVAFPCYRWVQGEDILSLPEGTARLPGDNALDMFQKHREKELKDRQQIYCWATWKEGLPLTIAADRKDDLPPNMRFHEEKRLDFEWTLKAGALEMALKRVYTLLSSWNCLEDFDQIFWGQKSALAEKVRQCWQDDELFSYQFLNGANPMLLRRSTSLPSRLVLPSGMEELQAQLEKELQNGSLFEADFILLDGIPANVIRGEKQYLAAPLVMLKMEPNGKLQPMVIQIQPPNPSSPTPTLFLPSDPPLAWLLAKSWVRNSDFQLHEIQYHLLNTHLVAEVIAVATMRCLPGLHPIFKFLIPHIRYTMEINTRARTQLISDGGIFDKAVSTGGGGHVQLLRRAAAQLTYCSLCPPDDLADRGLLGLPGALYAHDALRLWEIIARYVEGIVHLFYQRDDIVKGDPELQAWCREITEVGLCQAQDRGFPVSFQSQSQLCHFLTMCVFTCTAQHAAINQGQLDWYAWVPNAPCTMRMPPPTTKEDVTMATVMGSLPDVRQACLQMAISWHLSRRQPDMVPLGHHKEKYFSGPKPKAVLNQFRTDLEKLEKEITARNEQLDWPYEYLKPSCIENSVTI
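Hydroperoxide product was detected by ferrous iron/xylenol orange as the 573 to 405 nm absorbance ratio. Arachidonic acid at 40 uM (final) was turned over for 30 min at room temperature by 150 nM human 12hLO, pH 7.0 Hepes buffer, after 15 min compound preincubation.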
Active calls of the source: *; [ ] = dose if it differs, or a comment. On the % scale 0 is the no-effect control and ±100 the full control effect; potency means the concentration at half of the fitted maximal effect. A portion of the library, so the mix of outcomes need not match the whole.

What do the screens show for `O=C(/C(=C/c1ccc(O)cc1)c1nc2ccccc2s1)c1ccccc1`?
12-LOX inh: inconclusive

How did CC(=O)NCc1ccc(-c2csc(-c3ccc(C)cc3)n2)o1 do in these assays?
12-LOX inh: inconclusive

What do the screens show for `CCCCn1c(=O)n(CC(=O)Nc2ccc3c(c2)OCCO3)c(=O)c2c1ncn2C1CCCC1`?
12-LOX inh: 3%

How did COc1ccc([C@H]2C[C@@H](O)[C@@H](O)[C@@H]2NS(C)(=O)=O)cc1 do in these assays?
12-LOX inh: -6%[176 µM]

How did CCCCCNC(=O)c1cc(-c2ccc(OC)cc2)nc2ccccc12 do in these assays?
12-LOX inh: 32µM*

Results for CCc1nc(C#N)c(NCCc2ccc(OC)c(OC)c2)o1 ?
12-LOX inh: -2%

Results for Nc1cccc(OCC(F)(F)F)c1 ?
12-LOX inh: inconclusive

How did Cc1ccc(N/N=C/C(Br)=C/c2ccccc2)cc1Cl do in these assays?
12-LOX inh: inconclusive

What do the screens show for `COCCN1CC(CO)C2(CCN(Cc3ccc(F)c(OC)c3)CC2)C1` (stereo not drawn)?
12-LOX inh: 24%

What do the screens show for `Cc1ccc(S(=O)(=O)NN=C2CC3CC2C2CCCC32)cc1` (stereo not drawn)?
12-LOX inh: -13%

How did CCOc1ccc(-c2ccnc(N3CCC(NC(C)=O)CC3)n2)cc1C(=O)O do in these assays?
12-LOX inh: 25%

What do the screens show for `COc1ccc(C2=NN(C(=O)CSc3nc4ccccc4[nH]3)C(c3ccco3)C2)cc1` (stereo not drawn)?
12-LOX inh: -26%

How did O=C(COc1ccc(Cl)cc1)N1C[C@@H](CO)[C@H](c2ccccn2)C1 do in these assays?
12-LOX inh: -4%

Results for COc1ccc2cnn(CC(=O)Nc3ccccc3)c(=O)c2c1OC ?
12-LOX inh: 14%

How did FC(F)(F)c1cccc(CN2CCOC[C@H](Oc3cnccn3)C2)c1 do in these assays?
12-LOX inh: 33%[activator][176 µM]

Results for COC[C@@H]1CN(Cc2ccco2)C[C@H]1C(=O)N(C)C ?
12-LOX inh: 7%

How did O=[S+]1([O-])NC2(CCCN(Cc3cncs3)C2)CNc2ccccc21 (stereo not drawn) do in these assays?
12-LOX inh: 7%

What do the screens show for `COc1ccc(/C=C2\Oc3cc(OS(=O)(=O)c4ccc(C)cc4)ccc3C2=O)c(OC)c1`?
12-LOX inh: inconclusive

Results for CO[C@H]1[C@H](NC(=O)c2ccc3nc[nH]c3c2)c2ccccc2C12CCNCC2 ?
12-LOX inh: -3%

How did CCCCCCCCN1C(=O)[C@H](CC(=O)N2CCCC2)C[C@@]2(C(=O)OC)CC(C)(C)CC=C12 do in these assays?
12-LOX inh: -18%

What do the screens show for `CCCS(=O)(=O)NCc1c(C)ncc2c1CCN(C(=O)/C=C/c1ccc(F)cc1F)C2`?
12-LOX inh: 5%

Results for Cc1nnc(NC(=O)c2nn(C(C)C)c(=O)c3ccccc23)s1 ?
12-LOX inh: -13%

What do the screens show for `CC(C)Nc1ncnc2c1ncn2[C@H]1CN(Cc2cccs2)C[C@@H](CO)O1`?
12-LOX inh: 9%

How did CCOC(=O)N1CCC(NC2CC(=O)N(CCCc3ccccc3)C2)CC1 (stereo not drawn) do in these assays?
12-LOX inh: 13%

How did COC(=O)C1CN(Cc2ccc(OC)cc2)CCS(=O)(=O)N1Cc1cn(Cc2ccccc2)nn1 (stereo not drawn) do in these assays?
12-LOX inh: -9%

How did COc1ccccc1NC(=O)N(C)C[C@@H]1OCc2ccccc2-c2c(n(C)c3ccccc23)C(=O)N([C@H](C)CO)C[C@@H]1C do in these assays?
12-LOX inh: -19%

What do the screens show for `Cc1nc2cc(NC(=O)c3ccc(F)cc3)ccc2o1`?
12-LOX inh: -4%

How did O=C(NCc1cccc(C(F)(F)F)c1)C1C(=O)Nc2ccccc2C(=O)N1C1CCCC1 (stereo not drawn) do in these assays?
12-LOX inh: 9%

How did O=C(NC1CCN(c2cc(-c3ccc(F)cc3)[nH]n2)C1)c1ccc2c(c1)OCO2 (stereo not drawn) do in these assays?
12-LOX inh: 4%

What do the screens show for `CN(C)CCN(Cc1cccc(F)c1)C(=O)c1cccc(S(C)(=O)=O)c1`?
12-LOX inh: 35%

How did CC(C)(C)OC(=O)NC(C)(CN)c1ccccn1 (stereo not drawn) do in these assays?
12-LOX inh: 26%[176 µM]

Results for COc1ccc(C(=O)N2CCCN(c3nnc4ccccn34)CC2)cc1F ?
12-LOX inh: 55%[activator]

Results for CNCc1cc(C)ccc1OC ?
12-LOX inh: -21%

How did COCCn1c(COc2c(F)ccc(Cl)c2F)nnc1C1CC(N)C1 (stereo not drawn) do in these assays?
12-LOX inh: 19%

How did COc1ccc(-c2nc(CS(=O)CC(=O)NCc3ccccc3)c(C)o2)cc1 (stereo not drawn) do in these assays?
12-LOX inh: inconclusive

How did O=C(CC1C(=O)NCCN1Cc1ccoc1)NCc1nnc2n1CCCCC2 (stereo not drawn) do in these assays?
12-LOX inh: 61%[activator]

How did CCCCn1c(=O)[nH]c(=O)c2c1nc(-c1csnn1)n2CCC(C)C do in these assays?
12-LOX inh: -24%

How did COc1cccc(N2C(=O)[C@@H]3C[C@@H](NC(=O)CSC)CCN3C2=O)c1 do in these assays?
12-LOX inh: 60%[activator][176 µM]

How did C=CC[C@H]1c2ccccc2[C@H]2N3N=Cc4ccccc4[C@H]3[C@H](CCc3ccccc3)C(=O)N2N1C(=O)c1ccccc1 do in these assays?
12-LOX inh: 4%

What do the screens show for `C#CCNC(=O)CC[C@H]1CNC(=O)[C@@H]2[C@@H](CCN2Cc2ccc(S(C)(=O)=O)cc2)N1C`?
12-LOX inh: 39%[activator]

How did COc1ccc(-c2csc(NC(=O)c3c(C)noc3C)n2)cc1OC do in these assays?
12-LOX inh: inconclusive

Results for c1ccc(-c2nnc3ccc(N4CCc5ccccc5C4)nn23)nc1 ?
12-LOX inh: 17%[176 µM]

Results for Cc1nc2scc(CC(=O)NC3CC3)n2c(=O)c1-c1cc(C)n(-c2ccc(C(C)C)cc2)n1 ?
12-LOX inh: -11%

Results for N#CCCN(C(=O)COC(=O)c1ccccc1Sc1ccc(C(F)(F)F)cc1[N+](=O)[O-])c1ccccc1F ?
12-LOX inh: -1%

How did COCc1nnc2n1CCC(NC(=O)NCCc1ccccc1)CC2 (stereo not drawn) do in these assays?
12-LOX inh: 18%

Results for COCC(=O)N[C@H]1CO[C@H]2[C@@H]1OC[C@@H]2Nc1nccc(-c2ccc(OC)cc2)n1 ?
12-LOX inh: 39%[activator][176 µM]

Results for O=C1CCN(S(=O)(=O)c2ccccc2)CCCCCCN1 ?
12-LOX inh: 2%

Results for O=C([C@@H]1C[C@H](F)CN1C(=O)Nc1ccc(F)cc1)N1CCCCC1 ?
12-LOX inh: 47%[activator]

By substructure, the entries above containing a furan ring, fused or not.
How did CC(=O)NCc1ccc(-c2csc(-c3ccc(C)cc3)n2)o1 do in these assays?
12-LOX inh: inconclusive

What do the screens show for `COc1ccc(C2=NN(C(=O)CSc3nc4ccccc4[nH]3)C(c3ccco3)C2)cc1` (stereo not drawn)?
12-LOX inh: -26%

Results for COC[C@@H]1CN(Cc2ccco2)C[C@H]1C(=O)N(C)C ?
12-LOX inh: 7%

How did O=C(CC1C(=O)NCCN1Cc1ccoc1)NCc1nnc2n1CCCCC2 (stereo not drawn) do in these assays?
12-LOX inh: 61%[activator]

Next results follow:
What do the screens show for `COc1ccc(-c2nc(NC(=O)Cn3cnc4c3c(=O)n(C)c(=O)n4C)sc2C)cc1`?
12-LOX inh: inconclusive

What do the screens show for `COC(=O)C1=C(C)N(C)C(=NCc2cccc(C(F)(F)F)c2)NC1c1cccc(F)c1` (stereo not drawn)?
12-LOX inh: 1%

Results for O=C(c1nc(-c2cccnc2)no1)N1CCN(c2ccccc2)CC1 ?
12-LOX inh: 24%

How did COc1ccc(NC(=O)C2(n3cnnn3)CCCCC2)cc1OC do in these assays?
12-LOX inh: 10%

Results for COc1ccccc1CN(C)C[C@@H]1OCc2cnnn2CCCC(=O)N([C@H](C)CO)C[C@H]1C ?
12-LOX inh: 9%

How did Cc1ccccc1Cn1cc(-c2ccncc2)cc1C(=O)N(C)Cc1ccco1 do in these assays?
12-LOX inh: 23%

How did O=C(c1cccc(Cl)c1)N1CCN(C(=O)c2nnn3c2COC(c2ccccc2)C3)CC1 (stereo not drawn) do in these assays?
12-LOX inh: 1%

How did Cc1c(Cl)cccc1NC(=O)c1cc2n(n1)CC(c1ccc(Cl)cc1)OC2 (stereo not drawn) do in these assays?
12-LOX inh: 40%[activator]

Results for Nc1n[nH]c(C(=O)N2C[C@H](CO)C[C@H](CN3CCOCC3)C2)c1Cl ?
12-LOX inh: -5%

What do the screens show for `O=C(NC1CCC(c2ccccc2)CC1)c1ccc(Cl)nc1` (stereo not drawn)?
12-LOX inh: -15%

What do the screens show for `CN(C(=O)CCc1c[nH]c2ccccc12)C1CCCC1`?
12-LOX inh: inconclusive

How did Cc1onc(-c2ccccc2)c1-c1nnc(CSc2nnnn2C2CCCC2)o1 do in these assays?
12-LOX inh: -42%

Results for CC1C(=O)N(Cc2ncc(-c3ccccc3)o2)C(=O)N1c1ccc(F)cc1 (stereo not drawn) ?
12-LOX inh: 0%

Results for N#Cc1cccnc1N1CCN(C(C(=O)O)c2c[nH]c3ccc(Cl)cc23)CC1 (stereo not drawn) ?
12-LOX inh: 0%

Results for CC(C)NC(=O)c1cccc2c1CCCN2CC(=O)NC(N)=O ?
12-LOX inh: 52%[activator]

Results for CN(Cc1ccc2c(c1)CCCN2C)C(=O)[C@H]1O[C@@H](n2ccc(=O)[nH]c2=O)[C@H](O)[C@@H]1O ?
12-LOX inh: inconclusive

Results for CCOCC(=O)N1CCCCCNC(=O)[C@@H]2CCCC[C@@H]21 ?
12-LOX inh: 41%[activator]

What do the screens show for `COCCNC(=O)C[C@@H]1C[C@H]2O[C@H](CNCc3cnccc3C(F)(F)F)[C@@H](O)[C@H]2O1`?
12-LOX inh: -1%[176 µM]

What do the screens show for `O=C(NCc1ccccc1)c1ccc(Cn2cnc3ccccc3c2=O)cc1`?
12-LOX inh: -13%

What do the screens show for `CNC(=O)OCc1nc(SC2CCCCO2)n(C)c1COC(=O)NC` (stereo not drawn)?
12-LOX inh: 3%

Results for O=C(c1cnccn1)N1C[C@@H]2OCC(=O)N(CC3CCCCC3)[C@@H]2C1 ?
12-LOX inh: inconclusive

Results for C[C@@H]1CN(C(=O)c2coc(COc3cccc(F)c3)n2)C[C@H](C)O1 ?
12-LOX inh: 2%

How did COCC1CN(C(C)=O)CC12CCN(C(=O)CCCc1ccccc1)CC2 (stereo not drawn) do in these assays?
12-LOX inh: -4%

How did COc1cc2c(cc1OC)C(=O)C(c1ccc3c(c1)OCO3)CC2 (stereo not drawn) do in these assays?
12-LOX inh: inconclusive

What do the screens show for `O=C(c1cccnc1)N(Cc1cccs1)C1CC1`?
12-LOX inh: -23%

How did CC(=O)Nc1ccc(CN(C)Cc2cccn2C)cc1 do in these assays?
12-LOX inh: 9%[176 µM]

Results for CN(Cc1cccc(C#N)c1)C(=O)c1cnc2ccccc2n1 ?
12-LOX inh: 12%

Results for CC(C(=O)NC1CC1)N1CCN(Cc2cccc3cccnc23)CC1 (stereo not drawn) ?
12-LOX inh: 17%

What do the screens show for `O=C(C1CCC1)N1CCC(N2CC(OCC3CC3)C23CCOCC3)CC1` (stereo not drawn)?
12-LOX inh: 16%

Results for O=C(c1cc(F)ccc1F)N1CC2CC(C1)[C@H]1CCCC(=O)N1C2 (stereo partly drawn) ?
12-LOX inh: 33%[activator]

Results for CC(=O)N1CCn2ncc(C(=O)Nc3ccc(Cl)cc3Cl)c2C1 ?
12-LOX inh: 8%[6.33 µM]

What do the screens show for `COc1ccc(NC(=O)C(C2CC2)n2c(=O)c(-c3ccccc3)nc3ccccc32)cc1` (stereo not drawn)?
12-LOX inh: -8%

What do the screens show for `COc1ccc(C2CCc3cc(OC)c(OC)cc3C2NC=O)cc1OC` (stereo not drawn)?
12-LOX inh: -3%

What do the screens show for `Cc1cnc(CCN)n1Cc1ccccc1`?
12-LOX inh: 121%[activator]

How did COCCCNC(=O)N1CCN(C(=O)N2CC3CC(C2)[C@H]2CCCC(=O)N2C3)CC1 (stereo partly drawn) do in these assays?
12-LOX inh: -18%

How did COc1cc(CN2CCCC3(Cc4ccccc4CNC3=O)C2)cc(OC)c1 (stereo not drawn) do in these assays?
12-LOX inh: inconclusive

What do the screens show for `CCC(Sc1nc2ccsc2c(=O)n1CCC(=O)O)C(=O)Nc1ccc(Cl)cc1` (stereo not drawn)?
12-LOX inh: -18%

5 neighbouring entries already listed, quoted:
What do the screens show for `O=C(c1cccnc1)N(Cc1cccs1)C1CC1`?
12-LOX inh: -23%

How did CC(=O)Nc1ccc(CN(C)Cc2cccn2C)cc1 do in these assays?
12-LOX inh: 9%[176 µM]

Results for CN(Cc1cccc(C#N)c1)C(=O)c1cnc2ccccc2n1 ?
12-LOX inh: 12%

Results for CC(C(=O)NC1CC1)N1CCN(Cc2cccc3cccnc23)CC1 (stereo not drawn) ?
12-LOX inh: 17%

What do the screens show for `O=C(C1CCC1)N1CCC(N2CC(OCC3CC3)C23CCOCC3)CC1` (stereo not drawn)?
12-LOX inh: 16%
